mHTT CaM bind – disrupts binding of mutant huntingtin to calmodulin; P42858; AlphaScreen His-mHTT/GST-CaM binding, luminescence; inhibition, % at 15 µM; 190,000 tested, 3.6% active; AID 1671202;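 also: 0% = both proteins with DMSO and 100% = one protein alone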
Target sequence (P42858 whole entry, looked up, stated change not applied): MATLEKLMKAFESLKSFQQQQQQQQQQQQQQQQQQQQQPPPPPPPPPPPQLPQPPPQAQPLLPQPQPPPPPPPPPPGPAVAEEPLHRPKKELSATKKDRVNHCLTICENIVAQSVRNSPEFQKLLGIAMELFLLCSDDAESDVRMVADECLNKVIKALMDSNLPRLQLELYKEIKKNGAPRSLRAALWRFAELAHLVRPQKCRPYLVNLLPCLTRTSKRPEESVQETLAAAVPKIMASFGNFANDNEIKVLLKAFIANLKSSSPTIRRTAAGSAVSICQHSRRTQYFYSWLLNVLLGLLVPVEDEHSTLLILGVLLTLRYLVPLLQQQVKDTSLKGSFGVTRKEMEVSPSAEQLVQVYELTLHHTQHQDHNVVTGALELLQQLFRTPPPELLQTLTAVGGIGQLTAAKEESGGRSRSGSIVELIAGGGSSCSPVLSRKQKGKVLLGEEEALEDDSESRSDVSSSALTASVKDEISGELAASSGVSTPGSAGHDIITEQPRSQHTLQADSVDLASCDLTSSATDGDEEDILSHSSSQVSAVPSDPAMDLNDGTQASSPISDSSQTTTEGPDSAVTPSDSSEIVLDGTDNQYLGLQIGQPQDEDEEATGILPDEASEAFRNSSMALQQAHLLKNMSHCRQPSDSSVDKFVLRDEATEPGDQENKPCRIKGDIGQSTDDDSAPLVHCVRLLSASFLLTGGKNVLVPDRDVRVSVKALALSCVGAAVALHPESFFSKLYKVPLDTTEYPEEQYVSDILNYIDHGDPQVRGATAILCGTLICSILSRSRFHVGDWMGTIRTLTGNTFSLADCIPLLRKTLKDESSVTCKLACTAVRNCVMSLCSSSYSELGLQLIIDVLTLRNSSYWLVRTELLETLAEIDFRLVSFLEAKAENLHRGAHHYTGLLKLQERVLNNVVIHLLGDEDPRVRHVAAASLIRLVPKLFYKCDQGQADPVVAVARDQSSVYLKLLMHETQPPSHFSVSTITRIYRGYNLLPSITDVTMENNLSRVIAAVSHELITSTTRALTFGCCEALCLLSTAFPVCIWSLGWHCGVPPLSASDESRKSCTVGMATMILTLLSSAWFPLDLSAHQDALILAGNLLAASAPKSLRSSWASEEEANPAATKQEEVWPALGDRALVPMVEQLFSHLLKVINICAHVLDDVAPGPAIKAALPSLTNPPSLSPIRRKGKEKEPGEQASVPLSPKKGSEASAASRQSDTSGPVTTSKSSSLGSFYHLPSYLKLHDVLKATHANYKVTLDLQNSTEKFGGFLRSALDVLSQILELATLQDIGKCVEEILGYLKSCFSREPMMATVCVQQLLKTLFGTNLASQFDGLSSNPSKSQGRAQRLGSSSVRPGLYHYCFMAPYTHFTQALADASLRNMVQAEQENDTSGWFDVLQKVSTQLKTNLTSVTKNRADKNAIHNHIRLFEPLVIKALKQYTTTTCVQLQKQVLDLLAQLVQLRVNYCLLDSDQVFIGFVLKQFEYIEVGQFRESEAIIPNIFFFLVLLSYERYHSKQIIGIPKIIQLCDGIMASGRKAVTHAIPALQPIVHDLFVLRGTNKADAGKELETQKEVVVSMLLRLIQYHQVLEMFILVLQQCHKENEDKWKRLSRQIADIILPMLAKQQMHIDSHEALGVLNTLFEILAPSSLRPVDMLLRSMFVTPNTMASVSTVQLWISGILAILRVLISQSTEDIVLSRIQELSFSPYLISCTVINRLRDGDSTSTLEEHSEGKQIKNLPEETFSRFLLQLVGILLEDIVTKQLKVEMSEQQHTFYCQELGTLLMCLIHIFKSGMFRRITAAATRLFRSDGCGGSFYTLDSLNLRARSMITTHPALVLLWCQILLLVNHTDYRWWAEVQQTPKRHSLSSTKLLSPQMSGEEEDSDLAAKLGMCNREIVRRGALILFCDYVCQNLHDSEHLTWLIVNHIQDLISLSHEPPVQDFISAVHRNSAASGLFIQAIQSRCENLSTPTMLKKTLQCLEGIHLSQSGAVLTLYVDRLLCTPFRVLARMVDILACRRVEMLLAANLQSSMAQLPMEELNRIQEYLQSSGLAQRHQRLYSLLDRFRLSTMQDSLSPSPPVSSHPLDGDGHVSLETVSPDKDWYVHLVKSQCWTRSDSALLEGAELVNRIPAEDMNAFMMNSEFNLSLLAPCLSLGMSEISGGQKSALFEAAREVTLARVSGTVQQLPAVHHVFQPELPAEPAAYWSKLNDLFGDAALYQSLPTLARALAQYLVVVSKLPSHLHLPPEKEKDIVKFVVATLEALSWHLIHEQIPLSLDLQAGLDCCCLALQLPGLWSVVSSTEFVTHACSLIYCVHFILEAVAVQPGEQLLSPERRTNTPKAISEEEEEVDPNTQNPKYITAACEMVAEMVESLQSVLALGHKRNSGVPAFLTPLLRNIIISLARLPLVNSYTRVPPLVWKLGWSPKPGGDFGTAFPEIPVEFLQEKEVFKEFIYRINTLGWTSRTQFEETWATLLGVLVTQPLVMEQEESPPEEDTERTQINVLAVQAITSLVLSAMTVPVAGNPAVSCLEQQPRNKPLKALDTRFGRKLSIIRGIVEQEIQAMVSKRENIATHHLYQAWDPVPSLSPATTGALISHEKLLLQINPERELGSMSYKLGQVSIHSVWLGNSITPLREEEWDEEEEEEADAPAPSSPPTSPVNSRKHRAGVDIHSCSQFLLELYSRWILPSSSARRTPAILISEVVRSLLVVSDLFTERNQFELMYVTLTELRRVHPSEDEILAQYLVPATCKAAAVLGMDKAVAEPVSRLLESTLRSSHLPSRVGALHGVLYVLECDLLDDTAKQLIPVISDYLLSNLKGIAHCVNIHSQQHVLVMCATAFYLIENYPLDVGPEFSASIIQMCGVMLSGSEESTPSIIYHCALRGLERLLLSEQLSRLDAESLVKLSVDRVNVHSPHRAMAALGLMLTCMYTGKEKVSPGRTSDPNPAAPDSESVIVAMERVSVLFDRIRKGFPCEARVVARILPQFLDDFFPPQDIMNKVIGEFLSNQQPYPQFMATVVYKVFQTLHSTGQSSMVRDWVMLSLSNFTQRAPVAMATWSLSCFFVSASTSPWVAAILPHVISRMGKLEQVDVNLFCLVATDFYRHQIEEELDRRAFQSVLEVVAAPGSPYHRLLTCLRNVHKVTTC
Pf apPOL block – Pf-apPOL DNA polymerase inhibition; 210,000 tested, 0.25% active; Recombinant Pf-apPOL, molecular beacon fluorescence, 1.5 h; inhibition, % at 10 µM
Numbers without * were called inactive; nt = not tested or not shown; & = joins results of further samples. Rule as the data show it: active = inhibition above about 50%; inactive = the rest.

1. COc1ccc(N/C=C(\C#N)c2nc(-c3cc4cc([N+](=O)[O-])ccc4oc3=O)cs2)c(OC)c1
2. OC1(c2cccc(F)c2)CCCCC1
3. Cc1cccc(NC(=O)COc2ccc(Cl)cc2)c1
4. CCOc1cc(/C=C2/SC(N3CCCC3)=NC2=O)ccc1O
5. CCn1nccc1C(=O)N1CCC(Cc2nc3cccnc3n2CC(C)C)C1 (stereo not given)
6. N#CC1=C(N)SC(N)=C(C#N)C1C1CC=CCC1 (stereo not given)
7. O=C1Nc2ccc(F)cc2C1=O
8. Cc1nn(-c2ccccc2)c(Cl)c1C(=O)Nc1cccc(Cl)c1C

Assay by compound | 1 | 2 | 3 | 4 | 5 | 6 | 7 | 8
mHTT CaM bind | 3 | nt | -24 | 3 | 2 | 5 | nt | -3
Pf apPOL block | -2 | 0 | -5 | -6 | -3 | 2 | 0&4 | -73

9. O=c1cc(-c2cc(Cl)cc3c2OCOC3)oc2ccc(Cl)cc12
10. O=C(Nc1c2c(nn1-c1ccc(F)cc1)CSC2)c1cccc(F)c1
11. COc1ccc(-c2noc(C3CCCN3C(=O)Nc3cccc(C)c3)n2)cc1 (stereo not given)
12. COc1ccc(Cl)cc1Nc1nc(-c2ccc(Cl)cc2Cl)nc2ccccc12
13. CC1C(=O)N(c2ccccc2F)CCN1C(=O)c1ccc(Cl)cc1 (stereo not given)
14. Cc1ccccc1Nc1cc(C)n2c(=O)n(C(C)C)nc2n1
15. CC1=NN(c2ccccc2)C(=O)/C1=C/c1ccccc1F
16. Cc1onc(-c2ccccc2Cl)c1C(=O)NC1CCS(=O)(=O)C1 (stereo not given)

Assay by compound | 9 | 10 | 11 | 12 | 13 | 14 | 15 | 16
mHTT CaM bind | -3&4&0 | 21 | -4 | -10 | -4 | 3 | 32 | -2
Pf apPOL block | 3&7 | -4 | -1 | -9 | -4 | -3 | -4 | -2

17. C=CCNC(=O)c1csc2c1CCCCC2
18. O=C(CN(c1cccc(Cl)c1)S(=O)(=O)c1ccccc1)NCC1CCCO1 (stereo not given)
19. CCc1nccn1Cc1nc(-c2cccc(Br)c2)no1
20. CCC(C)NC(=O)C1CCN(c2cc(C)ccc2C)C1=O (stereo not given)
21. CCOc1ccc(NC(=O)C(=O)NCc2cccc(OC)c2)cc1
22. Cc1cccc(CN2CCN(C3CCN(C(=O)Nc4ccc(F)cc4)CC3)C2=O)c1
23. CC(C)C[C@H]1COc2cc(N3CC[C@@H](O)C3)ccc2S(=O)(=O)N1
24. N#Cc1c(NC(=O)C2CC(=O)N(c3ccc(Cl)cc3)C2)sc2c1CCCC2 (stereo not given)

Assay by compound | 17 | 18 | 19 | 20 | 21 | 22 | 23 | 24
mHTT CaM bind | -2 | -4 | 18 | 0 | -2 | -2 | -12 | -9
Pf apPOL block | -3 | -29 | -1 | -1 | 3 | 2 | -8 | -1

25. O=C1NN=C(c2cccs2)CC1c1ccccc1 (stereo not given)
26. O=C1C(=CC=Cc2ccccc2)Oc2c1ccc(O)c2CN1CCN(CCO)CC1
27. CCCCS(=O)(=O)N1CCN(c2cc(OC)nc(OC)n2)CC1
28. O=C(C1CCCN(Cc2ccccc2Br)C1)N1CCCCCC1 (stereo not given)
29. COc1cc(OC)cc(C(=O)Nc2ccc(F)c(Cl)c2)c1
30. COc1ccc(CNC(=O)C2c3ccccc3CCN2C(=O)C2CC2)cc1 (stereo not given)
31. Cn1c(=O)[nH]c(=O)c2c1nc(SCC(=O)O)n2Cc1cccc(Br)c1
32. O=C1c2cccc([N+](=O)[O-])c2C(=O)N1c1ccc(OC(F)(F)F)cc1

Assay by compound | 25 | 26 | 27 | 28 | 29 | 30 | 31 | 32
mHTT CaM bind | nt | 10 | -11 | 2 | -9 | -8 | 2 | nt
Pf apPOL block | -8 | -4 | -1 | 3 | -3 | 0 | -10 | -8

33. O=C(Cn1nc(-n2cccn2)ccc1=O)NCc1ccco1
34. Cc1cccn2c(=O)nc(SC3CCCC3)nc12
35. Cn1c(=O)oc2cc(-c3noc(-c4cccc(Cl)c4)n3)ccc21
36. CCC(=O)Nc1cccnc1-c1ccc(C(=O)Nc2ccc(CC)cc2)cc1
37. NC(=O)c1c(NC(=O)CCN2C(=O)c3cccc([N+](=O)[O-])c3C2=O)sc2c1CCCC2
38. CC(C)CCNC(=O)CC1CCN(S(=O)(=O)c2ccc(Br)s2)CC1
39. Cc1noc(C)c1C1CCCN1C(=O)c1nn(C)cc1Cl (stereo not given)
40. CN1CCN(C2CC(=O)N(c3ccc(F)cc3)C2=O)CC1 (stereo not given)

Assay by compound | 33 | 34 | 35 | 36 | 37 | 38 | 39 | 40
mHTT CaM bind | -2 | 2 | -13 | -2 | 5 | -9 | 6 | 8
Pf apPOL block | -2 | -3 | -1 | -10 | 6 | 1 | -4 | 4

41. CC(=O)Nc1ccc(NC(=O)c2ccc(C)c(Br)c2)cc1
42. Cc1cc(C2CCCN2C(=O)Nc2cccc(Cl)c2)no1 (stereo not given)
43. COc1ccc(C2Oc3ccccc3C3=C2C(c2ccc(C)cc2)n2ncnc2N3)cc1 (stereo not given)
44. COc1ccc(CNc2ccccc2SC)cc1Br
45. C=CCN1[C@@H](Cc2ccccc2)COc2cccc(N3CCSCC3)c2S1(=O)=O
46. Cc1noc(C)c1S(=O)(=O)N1CC2CC(NC(=O)c3cccs3)C1C2 (stereo not given)
47. O=C(CSc1nnc(-c2ccccc2)c(-c2ccccc2)n1)N1CCCCC1
48. COc1ccc(-c2cc3ccc(OC(=O)c4cc(OC)c(OC)c(OC)c4)cc3oc2=O)cc1OC

Assay by compound | 41 | 42 | 43 | 44 | 45 | 46 | 47 | 48
mHTT CaM bind | 3 | -10 | 24 | -31 | -6 | 0 | 13 | -6
Pf apPOL block | -4 | 1 | -3 | 1 | -4 | -5 | -3 | -7

49. COc1cc(NS(=O)(=O)c2c(C)oc3c(F)c(F)c(F)c(F)c23)cc(OC)c1OC
50. COc1cccc(/C=C2\N=C(c3ccccc3F)OC2=O)c1
51. Cc1c(Cl)cccc1S(=O)(=O)N1CCN(c2nc3ccncc3n(C)c2=O)CC1
52. Cc1oc(C(=O)N2CCCC2)cc1S(=O)(=O)NC1CC1
53. CCn1cc(S(=O)(=O)N2CC3CN(S(=O)(=O)c4cccc(C)c4)CC(C2)O3)cn1
54. O=[N+]([O-])c1ccc(Sc2ccsc2)c([N+](=O)[O-])c1
55. CCOc1ccccc1NC(=O)NC1CCN(c2nc3ccccc3n(CC)c2=O)CC1
56. NC(=NOC(=O)Nc1ccc(Cl)cc1)c1ncc([N+](=O)[O-])s1

Assay by compound | 49 | 50 | 51 | 52 | 53 | 54 | 55 | 56
mHTT CaM bind | nt | 8 | 1 | -10 | -6 | 69* | -3 | nt
Pf apPOL block | -3 | -2 | 0 | -2 | -3 | nt | -3 | -2

57. CC(=O)n1c(=O)n(C)c2ccc([N+](=O)[O-])cc21
58. COc1ccc(C(=O)Nc2sc3ccccc3c(=O)c2-c2cccs2)cc1OC
59. Cc1nn(-c2nc(C)c(C)c(=O)[nH]2)c(C)c1CCC(=O)NCc1cc(-c2ccccc2)on1
60. CCOC(=O)N1CCN(C(=O)c2cccnc2N2CCNC(c3ccccc3)C2)CC1 (stereo not given)
61. Cc1ccc(C(=O)N2CCc3nc(-c4ccc(F)cc4)ncc3C2)cc1
62. Cc1ccc(NC(=O)N2CCn3c(C)ccc3C2C(C)C)cc1C (stereo not given)
63. Oc1c(-c2ccccc2)c2nc3ccccc3nc2c2ccccc12
64. Cc1noc(NS(=O)(=O)c2ccc(N/C=C3/CCCCC3=O)cc2)c1C

Assay by compound | 57 | 58 | 59 | 60 | 61 | 62 | 63 | 64
mHTT CaM bind | 7 | -5 | -5 | -1 | -8 | 6 | 37 | 0
Pf apPOL block | -2 | -1 | -1 | 2 | 3 | -4 | nt | 5

65. Cc1ccsc1C(=O)NC1CCN(c2ncnc3c2CCC3)C1 (stereo not given)
66. Brc1ccc(C2CC(c3ccccc3)Nc3nnnn32)cc1 (stereo not given)
67. Cc1ccc(C2CC(C(F)(F)F)n3ncc(C(=O)NCc4ccccc4Cl)c3N2)cc1 (stereo not given)
68. O=c1c(Nc2ccccc2)nsnc1Nc1ccccc1
69. O=C(NC1CCCC1)c1ccc(Cn2nnc3ccccc3c2=O)cc1
70. CSc1nc2n(n1)C(c1cc(Br)ccc1F)C(C(=O)N(C)C)=C(C)N2 (stereo not given)
71. CCCNC(=O)C1CCCN(c2cnn(Cc3ccccc3)c(=O)c2)C1 (stereo not given)
72. CCCCN1C[C@H](CSC)[C@@H](CC(=O)NC)C1=O

Assay by compound | 65 | 66 | 67 | 68 | 69 | 70 | 71 | 72
mHTT CaM bind | 18 | 8 | 2 | 18 | 12 | 1 | 3 | -5
Pf apPOL block | -4 | 2 | -4 | -7 | -6 | -6 | -7 | -8

73. COc1ccc(Br)cc1/C=c1\sc2nc(-c3ccccc3)nn2c1=O
74. COc1ccccc1NC(=O)CSc1nnc2c3ccccc3n(C(C)C)c2n1
75. O=C(O)C1CCc2ccccc21 (stereo not given)
76. O=C(Nc1ccc(Nc2ccccc2)cc1)c1cccc(F)c1
77. Cn1cnc(S(=O)(=O)Nc2ccc3c(c2)C(=O)OC3)c1
78. NS(=O)(=O)c1ccc(Cl)c(C(=O)Nc2cccc([N+](=O)[O-])c2)c1
79. Cc1cccc(Oc2coc3cc(OCc4ccc(F)cc4)ccc3c2=O)c1
80. O=C(/C=C/Nc1ccc2c(c1)OCO2)c1cccs1

Assay by compound | 73 | 74 | 75 | 76 | 77 | 78 | 79 | 80
mHTT CaM bind | 1 | 16 | 3 | 28 | nt | 4 | -6 | 22
Pf apPOL block | -2 | -1 | 3 | -3 | 1 | -7 | 11 | -8

81. Cc1ccccc1-n1c(=O)c2c3c(sc2n2c(SCC(N)=O)nnc12)CCCC3
82. CCc1ccc(NC(=O)C2CCCN(c3nccnc3Oc3ccccc3C)C2)cc1 (stereo not given)
83. COc1ccccc1N1CCC(C(=O)N(C)Cc2ccccc2)C1=O (stereo not given)
84. O=C(CN1CCCCCC1)Nc1c2c(nc3c1CCC3)CCCC2
85. COc1ccc(-c2nc3c(=O)n(C)c(=O)[nH]c3n2CCc2ccccc2)cc1
86. COc1ccc(N2C(=O)CCC(C(=O)Nc3ccccn3)C2c2ccc(OC)c(OC)c2)cc1 (stereo not given)
87. COc1ccc(C2CC(c3cccc(Br)c3)Nc3ncnn32)c(OC)c1 (stereo not given)
88. Cc1ccc(C(=O)NCCSC(C)(C)C)cc1[N+](=O)[O-]

Assay by compound | 81 | 82 | 83 | 84 | 85 | 86 | 87 | 88
mHTT CaM bind | 3 | -7 | -2 | 1 | 4 | 6 | 41 | -1
Pf apPOL block | -9 | -8 | -5 | -7 | -1 | -10 | -9 | -2

A draw from above in order of molecular weight, smallest number first:
75. O=C(O)C1CCc2ccccc21 (stereo not given)
72. CCCCN1C[C@H](CSC)[C@@H](CC(=O)NC)C1=O
80. O=C(/C=C/Nc1ccc2c(c1)OCO2)c1cccs1
77. Cn1cnc(S(=O)(=O)Nc2ccc3c(c2)C(=O)OC3)c1
76. O=C(Nc1ccc(Nc2ccccc2)cc1)c1cccc(F)c1
84. O=C(CN1CCCCCC1)Nc1c2c(nc3c1CCC3)CCCC2
83. COc1ccccc1N1CCC(C(=O)N(C)Cc2ccccc2)C1=O (stereo not given)
69. O=C(NC1CCCC1)c1ccc(Cn2nnc3ccccc3c2=O)cc1
71. CCCNC(=O)C1CCCN(c2cnn(Cc3ccccc3)c(=O)c2)C1 (stereo not given)
78. NS(=O)(=O)c1ccc(Cl)c(C(=O)Nc2cccc([N+](=O)[O-])c2)c1

Assay by compound | 75 | 72 | 80 | 77 | 76 | 84 | 83 | 69 | 71 | 78
mHTT CaM bind | 3 | -5 | 22 | nt | 28 | 1 | -2 | 12 | 3 | 4
Pf apPOL block | 3 | -8 | -8 | 1 | -3 | -7 | -5 | -6 | -7 | -7

79. Cc1cccc(Oc2coc3cc(OCc4ccc(F)cc4)ccc3c2=O)c1
74. COc1ccccc1NC(=O)CSc1nnc2c3ccccc3n(C(C)C)c2n1
73. COc1ccc(Br)cc1/C=c1\sc2nc(-c3ccccc3)nn2c1=O
87. COc1ccc(C2CC(c3cccc(Br)c3)Nc3ncnn32)c(OC)c1 (stereo not given)
82. CCc1ccc(NC(=O)C2CCCN(c3nccnc3Oc3ccccc3C)C2)cc1 (stereo not given)
70. CSc1nc2n(n1)C(c1cc(Br)ccc1F)C(C(=O)N(C)C)=C(C)N2 (stereo not given)
86. COc1ccc(N2C(=O)CCC(C(=O)Nc3ccccn3)C2c2ccc(OC)c(OC)c2)cc1 (stereo not given)

Assay by compound | 79 | 74 | 73 | 87 | 82 | 70 | 86
mHTT CaM bind | -6 | 16 | 1 | 41 | -7 | 1 | 6
Pf apPOL block | 11 | -1 | -2 | -9 | -8 | -6 | -10

Going on with the list.
89. COc1ccc(C(C(=O)Nc2ccc3c(c2)OCO3)N(C)C(=O)Cc2c[nH]c3ccccc23)cc1 (stereo not given)
90. Cc1ccccc1NC(NC(=O)c1cc([N+](=O)[O-])cc([N+](=O)[O-])c1)C(Cl)(Cl)Cl (stereo not given)
91. Cc1nc2sc3c(NCCN4CCOCC4)ncnc3c2c2c1CCCC2
92. O=C(CSc1cn(Cc2ccc(Cl)cc2)c2ccccc12)Nc1nccs1
93. O=C(Cc1cccs1)Nc1cccn2ncnc12
94. O=C(Nc1cccc(NC(=O)c2cccnc2)c1)c1cccnc1
95. CCN1C(=O)C(C)(C(=O)Nc2ccc(F)cc2F)Oc2cccnc21 (stereo not given)

Assay by compound | 89 | 90 | 91 | 92 | 93 | 94 | 95
mHTT CaM bind | 75* | 53* | 42 | 6 | 1 | 3 | -5
Pf apPOL block | -11 | -2 | -1 | -4 | 6 | -1 | -5

The order is random. Share with any hit: about 3.5%.
